HP1b binding inh = HTS for Inhibitors of HP1-beta Chromodomain Interactions with Methylated Histone Tails; AlphaScreen HP1-beta / biotin-H3K9me3 peptide binding; Potency, µM (series often up to 114 µM), inactives show at the highest dose activity change, negative = inhibition, actives largely listed as inhibitors; actives 0.56% (n = 390,000); AID 540317, 2011; note: potency is the fitted concentration of half-maximal effect; nearly all actives have a fitted effect of over 70% in size; inactives centre near 23
Target sequence (P83916 whole entry, looked up): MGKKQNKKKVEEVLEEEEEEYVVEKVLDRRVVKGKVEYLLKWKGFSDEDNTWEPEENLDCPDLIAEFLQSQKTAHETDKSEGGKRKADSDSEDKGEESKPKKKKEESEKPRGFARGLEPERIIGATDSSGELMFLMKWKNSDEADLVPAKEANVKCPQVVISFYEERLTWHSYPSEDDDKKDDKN
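AlphaScreen: HP1-beta (50 nM) preformed 30 min with biotin-H3(1-18)K9me3 peptide (50 nM) in PBS pH 7.4, 0.01% Tween-20. Compound added for 30 min at RT, then streptavidin donor/nickel chelate acceptor beads (10 ug/mL) for 30 min.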
Pin1 inh = qHTS Assay to Find Inhibitors of Pin1; Peptidyl-prolyl cis-trans isomerase NIMA-interacting 1 (Homo sapiens), Q13526; Pin1 FP peptide displacement, HiFluor488, 10 min; Potency, µM (highest dose often 115 µM), without a hit: at the top dose activity, negative = inhibition, usual class: inhibitors; actives 0.009% (n = 390,000); AID 504891, 2011; active = well fitted inhibition curve with a large enough effect in the polarisation, with a control signal flat, not every such curve was filed as active; inconclusive = small, poorly fitted or top-dose-only effect, or effect the other way, or a change in a side signal; inactive = no such curve, though single readings can be large or run the other way; the % refers to the polarisation; note: potency is the fitted concentration of half-maximal effect; % is set by controls: 0 for no effect and ±100 for the full control effect
Target sequence (Q13526 whole entry, looked up): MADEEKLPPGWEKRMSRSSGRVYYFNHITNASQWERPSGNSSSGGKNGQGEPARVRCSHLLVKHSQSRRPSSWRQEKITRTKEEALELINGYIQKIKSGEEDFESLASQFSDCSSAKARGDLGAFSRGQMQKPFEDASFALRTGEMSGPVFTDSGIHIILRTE
PI4K2A inh = qHTS for small molecular inhibitors of PI4K2A | purified PI4K2A, ADP-Glo luminescence, 1 h; hits give low values | Phosphatidylinositol 4-kinase type 2-alpha (Homo sapiens), Q9BTU6 | activity change, negative = inhibition, % at 76.9 µM | actives 0.13% (n = 420,000); in the data active = activity change below about -50%; inconclusive = mostly about -30% to -49%;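 note: -100% = wells without enzyme as full effect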
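ADP-Glo luminescence measured ADP generated by PI4K2A enzyme (4 ug/mL before mixing) with 1.2 mM PI substrate (pre-mix) and 300 microM ATP (pre-mix). Tris pH7.5 buffer with MgCl2, Triton X-100; 1 h reaction at ambient temperature.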
JMJD2A Tudor = qHTS Assay for Inhibitors of JMJD2A-Tudor Domain | AlphaScreen JMJD2A-Tudor / H3K4me3 peptide binding | AID 504339, 2011 | Potency, µM (top dose mostly 114 µM), for inactives: at the top dose activity change, negative = inhibition, actives largely listed as inhibitors | actives 4.4% (n = 390,000) | Lysine-specific demethylase 4A (Homo sapiens), O75164; note: potency is the fitted concentration of half-maximal effect; % is set by controls: 0 for no effect and ±100 for the full control effect; nearly all actives have a fitted effect of over 50% in size
BAZ2B block = qHTS Assay for Inhibitors of BAZ2B; actives 4.4% (n = 360,000); AID 504333, 2011; AlphaScreen BAZ2B-H3K14Ac peptide displacement; Potency, µM (titrated, usually from 114 µM), for inactives: top-dose activity change, negative = inhibition, most hits filed as inhibitors; note: potency is the fitted concentration of half-maximal effect; % is set by controls: 0 for no effect and ±100 for the full control effect; nearly all actives have a fitted effect of over 60% in size
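AlphaScreen displacement: compounds (up to 110uM) incubated 30 min at room temperature with a preformed 50 nM BAZ2B/50 nM biotinylated H3K14Ac peptide complex in PBS pH 7.4 with Tween-20. Donor and acceptor beads at 10 ug/mL final added, 20 min light-protected before reading.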
Pol eta inh = qHTS for Inhibitors of Polymerase Eta | DNA polymerase eta (Homo sapiens), Q9Y253 | recombinant Pol eta, fluorescent DNA replication assay | Potency, µM (titrated, usually from 114 µM), inactives show at the top dose activity change, negative = inhibition, most hits filed as inhibitors | actives 1.2% (n = 390,000) | AID 588591, 2011; note: potency is the fitted concentration of half-maximal effect; % is set by controls: 0 for no effect and ±100 for the full control effect
Target sequence (Q9Y253 whole entry, looked up): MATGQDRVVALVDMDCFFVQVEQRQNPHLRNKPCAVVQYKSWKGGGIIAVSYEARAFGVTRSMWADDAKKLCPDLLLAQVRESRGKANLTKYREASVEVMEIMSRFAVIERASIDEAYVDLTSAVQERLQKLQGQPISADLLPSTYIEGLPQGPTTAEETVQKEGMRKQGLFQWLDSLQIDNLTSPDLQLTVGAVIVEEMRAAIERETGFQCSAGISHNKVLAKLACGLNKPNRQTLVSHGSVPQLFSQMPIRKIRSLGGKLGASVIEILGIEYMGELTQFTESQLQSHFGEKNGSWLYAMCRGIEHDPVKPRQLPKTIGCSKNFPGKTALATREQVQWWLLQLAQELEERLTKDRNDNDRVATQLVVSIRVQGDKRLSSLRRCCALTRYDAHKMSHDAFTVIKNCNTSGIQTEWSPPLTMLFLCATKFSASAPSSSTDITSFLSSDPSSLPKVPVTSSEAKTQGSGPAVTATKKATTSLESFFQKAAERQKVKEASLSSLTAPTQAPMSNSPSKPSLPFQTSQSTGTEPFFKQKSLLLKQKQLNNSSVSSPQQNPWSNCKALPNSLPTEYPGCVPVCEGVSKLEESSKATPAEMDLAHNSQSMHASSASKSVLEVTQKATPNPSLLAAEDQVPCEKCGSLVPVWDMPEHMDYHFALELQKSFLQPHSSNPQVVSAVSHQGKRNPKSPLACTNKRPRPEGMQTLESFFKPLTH
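Pol eta (10 nM) was preincubated with compounds for 15 min at room temperature, after which fluorescent replication substrate (50 nM final) was added to start the reaction. Fluorescence was read kinetically at 0 and 10 min.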
GLS inh = qHTS for Inhibitors of Glutaminase (GLS) | AID 624170, 2012 | actives 0.21% (n = 410,000) | Potency, µM (highest dose often 45.5 µM), inactives show at the highest dose activity change, negative = inhibition, actives largely listed as inhibitors | GLS enzymatic activity, qHTS titration | Glutaminase kidney isoform, mitochondrial (Homo sapiens), O94925; note: potency is the fitted concentration of half-maximal effect; % is set by controls: 0 for no effect and ±100 for the full control effect
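Enzyme dispensed in phosphate buffer (45 mM, pH 8.2, 0.02% Tween-20), compounds pinned in, then 1 mM L-glutamine solution and the glutamate oxidase–HRP–Amplex Red mix added; fluorescence read immediately and again after 30 min at room temperature.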
PGK inhibitor = qHTS Assay to Find Inhibitors of Phosphoglycerate Kinase. Phosphoglycerate kinase, glycosomal (Trypanosoma brucei brucei), P07378. PGK/GAPDH coupled, Kinase-Glo luminescence, 60 min. Potency, µM (highest dose often 57.5 µM), inactives show at the top dose activity change, negative = inhibition, hits mostly inhibitors. actives 0.043% (n = 380,000). AID 602233, 2012; note: potency is the fitted concentration of half-maximal effect; % is set by controls: 0 for no effect and ±100 for the full control effect; nearly all actives have a fitted effect of over 60% in size
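Recombinant glycosomal PGK reaction used 1,3-bisphosphoglycerate generated in-well by GAPDH (100nM final) in 100mM TEA pH 7.6, 5mM MgCl2, 0.01% Tween-20. After 60 minutes at room temperature, ATP was read by Kinase-Glo Plus luminescence end-point.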
G9a block = qHTS Assay for Inhibitors of Histone Lysine Methyltransferase G9a; Histone-lysine N-methyltransferase EHMT2 (Homo sapiens), Q96KQ7; Potency, µM (top dose mostly 102 µM), for the others: at the top dose activity, negative = inhibition, actives largely listed as inhibitors; actives 8.8% (n = 350,000); G9a H3K9 monomethylation, AlphaScreen, 2 h; AID 504332, 2011; note: potency is the fitted concentration of half-maximal effect; % is set by controls: 0 for no effect and ±100 for the full control effect; nearly all actives have a fitted effect of over 75% in size
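Step 1: enzyme (final 20 nM) with compound, 15 min RT. Step 2: substrate peptide 500 nM and SAM 20 uM, 2 h RT. Step 3: anti-H3K9me1 antibody and AlphaScreen beads, 10 min, then plate read.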
The depositor's hits bear a star; i = inactive; ? = inconclusive; . = not tested or not shown; [ ] = dose if it differs, or a comment. Unless noted, calls come from the whole dose curve; as a rule, active = well fitted curve in the direction sought with a large enough effect; inconclusive = small, poorly fitted or top-dose-only effect, or another doubt; inactive = no such curve, though single readings can be large; an effect the other way counts as inactive or inconclusive.

SMILES	HP1b binding inh	Pin1 inh	PI4K2A inh	JMJD2A Tudor	BAZ2B block	Pol eta inh	GLS inh	PGK inhibitor	G9a block
Cc1ccnc2nc(C(=O)Nc3ccc(N4CCOCC4)cc3)nn12	28%	-6%	?	6%	8%	-6%	-1%	?	-8%
COC(=O)c1c(Oc2nc(OC)cc(OC)n2)cccc1Oc1nc(OC)cc(OC)n1	11%	4%	4	-6%	3%	-18%	-2%	-13%	11%[59 µM]
COc1ccc(OC)c(C2NC(=S)NC3=C2N2CCC3CC2)c1 (centres undefined)	53%[activator]	-12%	-1	-12%	3%	-2%	-15%	-8%	-7%
CCOc1ccc(N2C(=O)CC(NCCc3c[nH]c4ccccc34)C2=O)cc1 (centres undefined)	23%	-5%	2	-30%	-34%	-13%	47%[activator]	.	?
COC(=O)c1ccc(S(=O)(=O)N(C2CCCCC2)C2CCCCC2)n1C	23%	0%	5	-19%	-3%	-27%	-3%	-14%	.
CCCC1Cc2nc(Cl)c(C#N)cc2CO1 (centres undefined)	5%	-7%	0	-22%	-27%	?	17%	-3%	4%
O=C(CSc1nc2[nH]ncc2c(=O)n1-c1ccccc1)NCCc1ccccc1	32%	-2%	0	-16%	.	-16%	-2%	i	-47%
O=c1c(C/C=C/c2ccccc2)c(O)nc2n1CCCS2	13%	-7%	5	-23%	1%	3%	4%	-10%	?
O=C(Nc1ccccc1[N+](=O)[O-])c1cc(S(=O)(=O)N2CCOCC2)cs1	-10%	0%	2	-30%	?	-5%	13%	-3%	.
Cc1nonc1C1CCCN1C(=O)c1cc(COc2cccc(C(F)(F)F)c2)on1 (centres undefined)	22%	23%	-2	-2%	3%	?	1%	-1%	24%
O=C(CCC(=O)N1CCOc2ccccc21)NCCCc1ccccc1	35%	-1%	4	-16%	-3%	-21%	-1%	-8%	.
CCN(CC)S(=O)(=O)c1cccc(-c2csc(C)n2)c1	43%[activator]	2%	-21	7%	0%	-10%	-3%	i	-17%[59 µM]
CSCCC(NC(=O)OCc1ccccc1)C(=O)O (centres undefined)	22%	-10%	10	-8%	-6%	-5%	5%	-7%	-46%[59 µM]
CCOC(=O)c1c(C)c(C(=O)N2CCc3ccccc3C2)c(C)n1CC	-17%	-6%	-7	?	-36%	-16%	24%	11%	-3%[2.33 µM]
COC(=O)c1ccc(CNC(=O)COC(=O)/C=C/c2cc(OC)c(OC)c(OC)c2)cc1	38%	-6%	-6	-12%	.	-16%	-9%	i	.
C=CCc1ccc(OCC(O)CO)c(OC)c1 (centres undefined)	20%	-9%	2	-3%	-4%	-12%	-2%	-3%	?
CCOc1ccc(N2CC(C(=O)NCc3ccco3)CC2=O)cc1 (centres undefined)	-12%	-3%	-1	-22%	?	-4%	-2%	-9%	-13%
Cc1ccccc1CN1CCN(C/C=C/c2ccccc2)CC1	?	-10%	-3	3.2µM*	-31%	-9%	-6%	.	?
O=C(CSc1nc(-c2ccccc2)cc(=O)[nH]1)Nc1ccccc1	35%	-2%	0	-14%	-10%	-7%	2%	1%	23%
COc1ccccc1C(=O)NCC(=O)OC(C)C(=O)N(C)C1CCCCC1 (centres undefined)	25%	0%	0	-10%	-2%	-6%	4%	i	4%[12.7 µM]
O=C(CNS(=O)(=O)c1ccccc1)N1CCN(c2ccccc2)CC1	4%	-8%	-1	-7%	10%	-9%	39%[activator]	2%	2%[12.7 µM]
Cn1c(=S)[nH]c(=O)c2ncc(=O)[nH]c21	28%	0%	2	28µM*	-21%	-12%	-14%	-3%	?
COc1ccc(NC(=O)Cn2cc(S(=O)(=O)c3ccccc3)c(=O)c3cc(C)ccc32)cc1Cl	18%	38%[activator]	-2	-20%	-10%	-13%	4%	0%	-2%[59 µM]
O=C(CSc1cn(Cc2ccccc2)c2ccccc12)N1CCOCC1	25%	6%	3	-22%	5%	-7%	1%	1%	2%[59 µM]
COc1ccc(NS(=O)(=O)c2cccc(C(=O)N3CCN(C(=O)c4ccco4)CC3)c2)cc1	34%	1%	-1	-2%	.	-15%	17%	-6%	.
CCOc1ccc(Br)cc1S(=O)(=O)Nc1ccc(C(=O)OC(C)C(=O)N(C)c2ccccc2)cc1 (centres undefined)	1%	16%	1	-33%	8%	-23%	7%	-4%	-7%
COc1cc(NS(=O)(=O)c2ccc(NC(=O)NC3CCCCC3)cc2)nc(OC)n1	30%	4%	2	-4%	-4%	-9%	4%	-10%	20%[59 µM]
O=C(Nc1ccon1)c1sc2cc(Cl)ccc2c1Cl	53%[activator]	-3%	0	-1%	?	-12%	3%	-9%	.
COc1ccc(C(=O)CC(Sc2ccccc2N)c2ccc(OC)cc2)cc1 (centres undefined)	.	.	-14	.	.	-11%	14%	1%	.
CCC(C)(C(=O)NC1CCCCC1)N(Cc1ccco1)C(=O)c1cnccn1 (centres undefined)	12%	4%	1	-11%	11%	4%	0%	0%	-5%[12.7 µM]

Two entries from above, in CSV form:
molecule,HP1b binding inh,Pin1 inh,PI4K2A inh,JMJD2A Tudor,BAZ2B block,Pol eta inh,GLS inh,PGK inhibitor,G9a block
COc1ccc(NC(=O)Cn2cc(S(=O)(=O)c3ccccc3)c(=O)c3cc(C)ccc32)cc1Cl,18%,38%[activator],-2,-20%,-10%,-13%,4%,0%,-2%[59 µM]
O=C(CSc1cn(Cc2ccccc2)c2ccccc12)N1CCOCC1,25%,6%,3,-22%,5%,-7%,1%,1%,2%[59 µM]

The list continues.
SMILES	HP1b binding inh	Pin1 inh	PI4K2A inh	JMJD2A Tudor	BAZ2B block	Pol eta inh	GLS inh	PGK inhibitor	G9a block
Cc1ccc(C(=O)CC2(O)C(=O)N(CCc3ccccc3)c3ccc(Cl)cc32)cc1 (centres undefined)	21%	0%	-17	-24%	-22%	-18%	8%	-11%	?
O=C(CN1C(=O)COc2ccc(S(=O)(=O)N3CCOCC3)cc21)N1CCN(c2ccccc2F)CC1	24%	-11%	2	-13%	-7%	-9%	-19%	6%	-9%[59 µM]
CCN(CC)S(=O)(=O)c1ccc(NC(=O)CSc2cccc[n+]2[O-])cc1	9%	-8%	1	-25%	6%	9%	0%	1%	?
CS/C(=C(/C#N)S(=O)(=O)c1ccc(Cl)cc1)N1CCOCC1	28%	-4%	-4	-2%	3%	-20%	1%	i	5%[59 µM]
Cc1cc(C)n(CCOc2ccc(Br)cc2)n1	47%[activator]	-8%	1	17%	11%	-17%	-2%	-7%	.
O=C(/C=C\c1ccco1)c1ccc(NC(=O)c2ccco2)cc1	?	?	1	50µM*	45µM*	?	4%	-8%	22µM*
CN(CC(=O)Nc1ccc(F)cc1)C(=O)COC(=O)c1nc(Cl)ccc1Cl	.	.	-1	.	.	-15%	-1%	-1%	.
COc1ccc(NC(=O)C2=C(C)Nc3c(C(=O)Nc4ccc(C)cc4)cnn3C2c2cccc(Cl)c2)cc1 (centres undefined)	24%	15%	-1	5%	12%[57.1 µM]	8%	1%	1%	-6%[59 µM]
Cc1ccc(NC(=O)C2CCN(c3ncnc4sc(C)c(C)c34)CC2)cc1S(=O)(=O)N(C)C	7%	13%	-1	-14%	-1%	-24%	7%	0%	14µM*
CC(C)CCN(C(=O)c1cn2ccccc2n1)c1c(N)n(Cc2ccccc2)c(=O)[nH]c1=O	26%	2%	0	-16%	-5%	-2%	9%	7%	?
C=CCn1c(SCC(=O)Nc2nncs2)nnc1-c1ccco1	27%	9%	-2	-1%	-5%	-17%	4%	-1%	16%
O=C(NC1CCS(=O)(=O)C1)c1ccc(S(=O)(=O)NCC2CCCO2)cc1 (centres undefined)	20%	0%	5	-3%	8%	-5%	5%	-1%	-6%[12.7 µM]
Cn1c(N)c(C(=O)COC(=O)c2cc(C3CC3)nc3ccccc23)c(=O)n(Cc2ccccc2)c1=O	18%	?	5	?	-10%	-17%	-23%	1%	?
COc1cccc(C(=O)COC(=O)c2cc(-c3cccs3)nc3ccccc23)c1	81%[activator]	?	-3	35%[activator]	47%[activator]	-20%	-3%	i	79%[activator][59 µM]
CC(C)N(C(=O)[C@H]1C[C@H](CC(=O)NCc2cccc(C(F)(F)F)c2)C(=O)N2CCc3c([nH]c4cc(CCC(=O)N(C)C)ccc34)[C@]12C)C(C)C	-1%	1%	-3	-30%	.	-23%	1%	-11%	.
Cc1ccc(OCc2ccc(-c3nc(C#N)c(N4CCC(C)CC4)o3)o2)cc1	-21%	-4%	-1	-34%	?	-14%	-12%	2%	10µM*
Cc1cc(C(=O)N2CCOCC2)c(C)o1	31%	-6%	0	-19%	-18%	-21%	-4%	-7%	.
O=C(CCCCn1c(=O)c2ccccc2n(CC(=O)Nc2cccc(F)c2)c1=O)NCc1ccco1	28%	-1%	-11	0%	-2%	-17%	5%	-3%	7%[12.7 µM]
COc1ccc(N2CCN(C(=O)Cn3ncc4c([nH]c5ccccc54)c3=O)CC2)cc1	49%[activator]	-1%	-3	-16%	-20%	-13%	4%	-10%	6%
CCOCCCNC(=O)C1CCN(S(=O)(=O)N2CCCC2)CC1	67%[activator]	2%	-1	-16%	5%	0%	-13%	-4%	38%

An excerpt. The share of hits here may be higher or lower than overall.
